DT40 TDP1 CPT: growth inhibition of DT40 Tdp1-/-;hTDP1 cells with camptothecin (screen for TDP1 inhibitors). Potency, µM (highest dose often 46.2 µM), inactives show at the top dose activity change, negative = growth inhibition, actives largely listed as inhibitors. chicken DT40 Tdp1-/-;hTDP1 cells + 20 nM CPT, ATP luminescence, 48 h. 420,000 compounds, 12% hits; note: nearly all actives have a fitted effect of over 55% in size
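Cell growth measured by CellTiter-Glo luminescence after a minimum 48 h, 37 C compound exposure with 20 nM CPT in Tdp1-knockout DT40 cells stably expressing hTDP1, seeded 400/well; qHTS titration format.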
KAT2A inh: blocks human GCN5L2 histone acetyltransferase. Q92830. GCN5L2 HAT assay, ThioGlo1 CoA-SH fluorescence. Potency, µM (doses to about 58.9 µM), inactives show top-dose activity change, negative = inhibition, usual class: inhibitors. 390,000 compounds, 0.21% hits
Target sequence (Q92830 whole entry, looked up): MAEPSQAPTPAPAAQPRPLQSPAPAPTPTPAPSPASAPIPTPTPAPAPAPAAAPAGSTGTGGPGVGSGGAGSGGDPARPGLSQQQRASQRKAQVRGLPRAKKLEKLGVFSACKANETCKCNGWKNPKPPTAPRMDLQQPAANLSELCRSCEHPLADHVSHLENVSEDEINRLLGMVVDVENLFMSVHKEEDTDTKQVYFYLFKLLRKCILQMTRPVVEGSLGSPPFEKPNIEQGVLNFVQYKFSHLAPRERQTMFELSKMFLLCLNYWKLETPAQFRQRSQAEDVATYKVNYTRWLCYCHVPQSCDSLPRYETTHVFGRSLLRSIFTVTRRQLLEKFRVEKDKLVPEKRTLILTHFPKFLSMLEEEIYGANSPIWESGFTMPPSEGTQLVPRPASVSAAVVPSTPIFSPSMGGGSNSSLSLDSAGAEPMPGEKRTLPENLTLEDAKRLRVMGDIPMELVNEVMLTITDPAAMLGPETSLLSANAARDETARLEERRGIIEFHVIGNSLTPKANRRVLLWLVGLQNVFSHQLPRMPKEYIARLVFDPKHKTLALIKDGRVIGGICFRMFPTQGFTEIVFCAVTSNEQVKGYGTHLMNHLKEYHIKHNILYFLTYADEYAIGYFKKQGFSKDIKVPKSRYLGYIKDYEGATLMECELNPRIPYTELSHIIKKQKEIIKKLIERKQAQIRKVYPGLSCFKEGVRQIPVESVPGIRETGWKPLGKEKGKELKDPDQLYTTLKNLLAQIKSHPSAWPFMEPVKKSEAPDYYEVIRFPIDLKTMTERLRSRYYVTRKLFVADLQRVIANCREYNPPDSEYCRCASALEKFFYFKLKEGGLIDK
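qHTS, 1536-well. 20nM enzyme, pH 7.5 HEPES/EDTA/Tween-20 buffer; 15 min compound preinc., RT. Start: 75uM H3(1-25), 70uM AcCoA, 50uM ThioGlo1. Read Ex340/Em540 at t=0 (autofluorescence flag) and t=20 min.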
TDP1 cell noCPT: qHTS for Inhibitors of human tyrosyl-DNA phosphodiesterase 1 (TDP1): qHTS in cells in absence of CPT; DT40 Tdp1-/- hTDP1 cells, no CPT, ATP luminescence, 48 h; Potency, µM (doses to about 46.2 µM), for the others: at the highest dose activity change, negative = growth inhibition, most hits filed as inhibitors; 420,000 compounds, 15% hits; AID 686978, 2013; note: nearly all actives have a fitted effect of over 55% in size
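DT40 Tdp1-/-;hTDP1 cells, no CPT (DMSO vehicle only), 400 cells/well; compounds pin-transferred; ≥48 hr, 37 °C; CellTiter-Glo 30 min RT dark, luminescence read.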
* marks the source's active call; other numbers are inactive results; u = inconclusive; x = not tested or not shown; & = joins results of further samples; [ ] = remark or other dose. Calls come from the whole dose curve; as a rule, active = well fitted curve in the direction sought with a large enough effect; inconclusive = small, poorly fitted or top-dose-only effect, or another doubt; inactive = no such curve, though single readings can be large; an effect the other way counts as inactive or inconclusive. % is set by controls: 0 for no effect and ±100 for the full control effect; potency is the fitted concentration of half-maximal effect.

nr	Compound	DT40 TDP1 CPT	KAT2A inh	TDP1 cell noCPT
1	CC(=O)C1=C(C)NC(SCC(=O)c2cc(Cl)ccc2Cl)=C(C#N)C1c1ccco1 (stereo not given)	u	-11.3%	u
2	CCOC(=O)CSc1ncc(OC)c(Sc2ccc(OC)cc2)n1	-13.4%	-5.7%	-14.9%
3	Cc1c(Cl)c([N+](=O)[O-])nn1CCCC(=O)NC(C)c1ccccc1 (stereo not given)	-0.7%	6.8%	-5.8%
4	COc1ccc(C(=O)NC(=S)Nc2ccccc2N2CCN(S(C)(=O)=O)CC2)cc1OC	12.6µM*	-3.2%	u
5	CC(=O)c1ccc(N(C(=O)CNC(=O)c2ccco2)C(C(=O)NCC2CCCO2)c2ccccc2)cc1 (stereo not given)	-0.5%	-8.1%	-26.5%
6	Cc1cc(NC(=O)COC(=O)c2cccc(S(=O)(=O)N(C)C3CCCCC3)c2)no1	-20.0%	16.2%	-27.4%
7	CN(C)C(=O)c1cccc(-c2cnc3c(NC=O)cc(-c4ccc(C(=O)N5CCOCC5)cc4)cn23)c1	29.1µM*	x	u
8	COC(=O)c1cn(NC(=O)Cc2ccc(Cl)cc2)c(=O)c2ccccc12	3.8%	-3.9%	6.8%
9	CCn1cc(CNC(=O)c2ccc(Cl)c([N+](=O)[O-])c2)c(C)n1	u	8.2%	u
10	COc1ccc(/C=N/Nc2ncc(Br)cn2)c(OC)c1	-21.4%	-8.5%	-9.1%
11	CS(=O)(=O)c1ncc(Cl)c(C(=O)Nc2ccc(OC(F)F)cc2)n1	0.82µM*	-4.2%	1.16µM*
12	CC(C)C(OC(=O)CCC(=O)Nc1nccs1)C(=O)NC1CCCCC1 (stereo not given)	22.5%	-3.1%	-3.0%
13	CCc1nnc(NC(=O)C2CCCN2S(=O)(=O)c2ccccc2)s1 (stereo not given)	-10.1%	0.7%	4.4%
14	Cc1cccc(-n2ccnc2SCC(=O)c2c(N)n(C3CC3)c(=O)[nH]c2=O)c1C	u	-2.9%	-19.8%
15	COc1ccc(C(=O)COC(=O)Cn2[nH]c(=O)c3ccccc3c2=O)c(OC)c1	-4.6%	-2.2%	-4.5%
16	CCOc1ccccc1NC(=O)NNC(=O)c1ccc2ccccc2c1	-1.5%	-4.5%	-7.2%
17	Cc1cc(C)n(C(=O)c2ccc(NC(=O)C3CC3)cc2)n1	-5.7%	-6.1%	u
18	O=C(CN1CCOc2ccccc21)NC1CCN(Cc2ccccc2)CC1	u	0.5%	u
19	Cc1nc(NC(=O)COC(=O)/C=C/c2ccco2)c(Cl)cc1Cl	-6.4%	-6.3%	28.2%
20	CC(N)(C(=O)O)c1cccc(OCc2cccc(Cl)c2)c1 (stereo not given)	-7.1%	-4.4%	7.4%
21	Cc1nc2ccccc2nc(C)c1=NO	u	-12.0%	-17.6%
22	CCCS(=O)(=O)N1CCCC(C(=O)NCCN(CC)c2ccccc2)C1 (stereo not given)	-29.5%	30.9%[activator]	u
23	O=C(NCc1ccc(Cl)c(Cl)c1)c1cc(C2CCCCN2C(=O)C2CCCCC2)on1 (stereo not given)	16.4µM*	x	18.4µM*
24	C=CCSc1nnc(NC(=O)COc2ccccc2)s1	-5.7%	-4.5%	21.7%
25	O=C1CN(C(=O)CSc2nnc(-c3ccccc3)n2Cc2ccc3c(c2)OCO3)c2ccccc2N1	3.4%	-1.8%	-20.8%
26	COc1ccc(Cl)cc1NC(=O)CN(c1cccc(C)c1C)S(=O)(=O)c1ccccc1	23.1µM*	-12.2%	23.1µM*
27	O=C(NC1CCSC1=O)c1ccccc1 (stereo not given)	0.3%	-3.7%	-1.2%
28	CCC(=O)n1nc(-c2ccccc2)nc1SCC(=O)Nc1ccc(C)cc1	-15.1%	-4.6%	-27.4%
29	Cc1ccc(CNC(=O)c2ccc(N3CCC4(CC3)CC(c3ccccc3)=NO4)c(NC(=O)c3ccc(Br)cc3)c2)cc1	-11.1%	6.0%	1.5%
30	O=C(CCn1c(=O)c2ccccc2n(CC(=O)N2CCN(c3ccccc3)CC2)c1=O)NCc1ccco1	-25.6%	2.7%	-9.1%
31	COc1ccc(NC(=O)CN(C)C(=O)CCc2ccccc2)cc1	-11.2%	-1.7%	-26.7%
32	CC(C)C[C@H]1CN([C@@H](Cc2ccccc2)CN2CCC[C@H]2CN2C(=O)C(=O)NC[C@@H]2Cc2ccc(O)cc2)C(=O)C(=O)N1CCc1ccccc1	u	x	u
33	Cc1ccccc1C(=O)Nc1c(C)[nH]c(=O)[nH]c1=O	4.1%	-1.4%	20.3%
34	Cc1ccccc1NC(=O)c1csc2c1CCCC2	5.8µM*	-2.3%	20.6µM*
35	Cc1cc(C(=O)Nc2c(C)n(C)n(-c3ccccc3)c2=O)cs1	-15.0%	-3.7%	-6.6%
36	O=S(=O)(NCc1ccccn1)c1ccc(Cl)s1	23.8%	-3.8%	-22.5%
37	CCN(CC)CCNS(=O)(=O)c1ccc(OC)c(Br)c1	4.4%	-5.3%	-7.4%
38	CN(CCc1ccccn1)C(=O)CCC1CCCN(C(=O)c2c(F)ccc(F)c2F)C1 (stereo not given)	0.6%	1.4%	5.7%
39	COc1cc(N(C)C)c([N+](=O)[O-])cc1C(=O)N1CCOCC1	-1.2%	-1.4%	17.8%
40	COc1ccc(/C=C/c2onc(C)c2S(=O)(=O)N2CCC(C(=O)N3CCCCC3)CC2)cc1	u	-3.8%	u
41	CCOC(=O)N1CCN(c2ccc(S(=O)(=O)N3CCOCC3)cc2[N+](=O)[O-])CC1	-27.4%	-2.2%	-28.5%
42	Cc1ccc(NC(=O)CSc2ncnc3ccccc23)cc1S(=O)(=O)N1CCOCC1	u	-3.2%	14.6µM*
43	CCCC(=O)N1CCC1(C)C(=O)Nc1ccc2c(c1)OCCO2 (stereo not given)	-5.1%	x	-23.6%
44	Cn1cc(S(=O)(=O)NCc2cccs2)c(=O)n(C)c1=O	2.2%	-5.7%	25.4%
45	Cc1ccc(S(=O)(=O)N2CCOCC2)cc1NC(=O)c1cc2c(s1)CCC2	u	-1.0%	16.4µM*
46	Cc1ccc(N(C)C(=O)c2sc3nc4n(c(=O)c3c2C)CCCC4)cc1C	23.1µM*	u	18.4µM*
47	CN(c1ccccc1)S(=O)(=O)c1ccc(C(=O)NCc2cccs2)cc1	u	-7.7%	-21.3%
48	C[C@@H](NC(=O)c1[nH]cnc1C(=O)Nc1ccccc1)c1ccccc1	u	-2.2%	u

Two of the compounds above, as labelled records:
#24 C=CCSc1nnc(NC(=O)COc2ccccc2)s1
  DT40 TDP1 CPT: -5.7% | KAT2A inh: -4.5% | TDP1 cell noCPT: 21.7%
#25 O=C1CN(C(=O)CSc2nnc(-c3ccccc3)n2Cc2ccc3c(c2)OCO3)c2ccccc2N1
  DT40 TDP1 CPT: 3.4% | KAT2A inh: -1.8% | TDP1 cell noCPT: -20.8%

(cont.)
nr	Compound	DT40 TDP1 CPT	KAT2A inh	TDP1 cell noCPT
49	Cc1ccc(S(=O)(=O)N2CCN(C(=O)Cn3c(=O)cnc4ccccc43)CC2)cc1	u	-1.8%	-17.1%
50	CCOc1ccc(CCNS(=O)(=O)c2ccc3c(c2)NC(=O)CO3)cc1OCC	-10.0%	-14.1%	6.7%
51	CCn1c(N2CCN(S(=O)(=O)c3ccccc3C(F)(F)F)CC2)nc2ccccc21	u	-7.8%	16.4µM*
52	CCc1ccc(-n2c(=S)sc3c(=O)n(-c4ccccc4OC)c(=S)[nH]c32)cc1	-29.9%	-4.5%	u
53	C/C(=N/NC(=O)c1cc(-c2ccc(Br)s2)[nH]n1)c1ccco1	-17.2%	0.3%	u
54	O=C(CCNS(=O)(=O)c1cccc(C(F)(F)F)c1)NCc1ccco1	-18.8%	-0.2%	5.4%
55	CC[C@H](C)[C@H](NC(=O)c1ccccc1)C(=O)Nc1ccc(S(=O)(=O)Nc2cc(C)nc(C)n2)cc1	-4.8%	-2.1%	-23.6%
56	FC(F)Sc1ccc(Nc2ncnc3nc[nH]c23)cc1	u	-2.3%	u
57	O=C(c1c[nH]c(=O)n(-c2ccccc2)c1=O)N1CCc2ccccc21	-11.7%	0.9%	-4.3%
58	O=C(c1ccc(CNS(=O)(=O)c2ccccc2)cc1)N1CCN(Cc2ccccc2)CC1	u	-2.2%	u
59	C[C@@H](NC(=O)[C@@H]1CCCN1C(=O)[C@@H]1CCCN1C(=O)OC(C)(C)C)c1ccccc1	-7.9%	x	-14.8%
60	O=C(O)c1ccc(NC(=O)c2ccc(Br)c(S(=O)(=O)N3CCCC3)c2)cc1	-5.3%	-9.4%	2.2%
61	CCOc1ccc(C2C(C(=O)c3ccco3)=C(O)C(=O)N2CCCn2ccnc2)cc1OCC (stereo not given)	-2.8%	-12.2%	4.2%
62	COc1ccc(OC(=O)c2ccc3nsnc3c2)cc1	-7.1%	-5.5%	-15.0%
63	Cc1nc2sc3c(=O)[nH]nnc3c2c(C)c1Br	-14.7%	4.9%	16.7%
64	CC(C)C12CN3CC(C(C)C)(CN(C1)C3c1ccc([N+](=O)[O-])o1)C2=O (stereo not given)	-13.1%	-6.1%	-7.4%
65	COCCn1c(C(=O)N2CCCC2)cc2c1C[C@H]1CN(C(=O)c3ccccc3)[C@@](Cc3ccc(F)cc3)(C(=O)OC)[C@@H]21	-13.4%	-5.2%	u
66	Oc1ccc(Br)cc1C1C=C(c2ccc3c(c2)OCO3)NC(c2ccc(Cl)cc2)N1 (stereo not given)	7.08µM*	x	5.01µM*
67	COc1ccc(S(=O)(=O)N/N=c2\oc3c(OC)cccc3cc2S(=O)(=O)c2ccc(C)cc2)cc1OC	-25.1%	-9.9%	-16.0%
68	COC(=O)/C=C1\SC(=NC(=O)c2ccc(OC)cc2)NC1=O	-27.8%	-2.7%	-22.6%
69	O=C(Cc1ccc(Br)cc1)N1CCN(c2ccccc2)CC1	-25.9%	-2.1%	u
70	CC(CC(=O)N1CCc2ccccc21)c1ccccc1 (stereo not given)	-19.6%	3.1%	-20.3%
71	O=C(c1cccs1)N(Cc1cc2ccccc2[nH]c1=O)CC1CCCO1 (stereo not given)	12.6%	0.5%	3.0%
72	O=C1S/C(=C/c2ccc(N3CCOCC3)o2)C(=O)N1Cc1c(F)cccc1Cl	u	-12.8%	-28.0%

Results in sequence from the list.
Entries 65 to 69 in KAT2A inh: -5.2%, x, -9.9%, -2.7%, -2.1%

Carrying on:
nr	Compound	DT40 TDP1 CPT	KAT2A inh	TDP1 cell noCPT
73	O=C(Nc1cc(S(=O)(=O)Nc2ccccc2Cl)ccc1O)c1sc2cc(Cl)ccc2c1Cl	-23.3%	0.2%	u
74	CCC(=O)Nc1cccc2cccnc12	12.0%	-3.8%	2.9%
75	CCOc1ccccc1C1C2CCCCC2(O)CCN1C(=O)c1cccs1 (stereo not given)	4.8%	-0.2%	-23.4%
76	COc1ccc(CCNC(=O)c2ccc(CSc3ccccc3)o2)cc1	-9.4%	-5.9%	-14.7%
77	COc1ccc(OC)c(/C=C/c2ccccc2)c1	-25.1%	x	-0.7%
78	COc1ccc(N2CCN(CC(O)COc3ccc(C)cc3C)CC2)cc1 (stereo not given)	u	12.0%&4.5%	u
79	CC(=O)N1C(Nc2ccc(Cl)cc2)CCN1c1ccccc1 (stereo not given)	-20.1%	-17.6%	-18.6%
80	COc1ccc(C(=O)c2cn(-c3cccc(Br)c3)nc2C(C)=O)cc1	2.0%	x	-27.3%

Compound profiles, from the list above.
Results for O=C(CCn1c(=O)c2ccccc2n(CC(=O)N2CCN(c3ccccc3)CC2)c1=O)NCc1ccco1 = DT40 TDP1 CPT = -25.6%; KAT2A inh = 2.7%; TDP1 cell noCPT = -9.1%
Results for O=C(CCNS(=O)(=O)c1cccc(C(F)(F)F)c1)NCc1ccco1 = DT40 TDP1 CPT = -18.8%; KAT2A inh = -0.2%; TDP1 cell noCPT = 5.4%

(next part)
nr	Compound	DT40 TDP1 CPT	KAT2A inh	TDP1 cell noCPT
81	CCC(C)(C)C1CCc2nc3ccccc3c(C(=O)OC(C)C(=O)Nc3c(C)n(C)n(-c4ccccc4)c3=O)c2C1 (stereo not given)	23.1µM*	-4.4%	u
82	CCc1ccc(N2CC(C(=O)Nc3cccnc3)CC2=O)cc1 (stereo not given)	-2.1%	-7.0%[0.501 µM]	-1.1%
83	CNC(=O)c1ccc(NC(=O)CCc2c(C)noc2C)cc1	19.1%	-5.7%	-2.1%
84	COc1ccc(NC(=O)CSc2ncnc3c2cnn3CCc2ccccc2)cc1	-28.0%	-13.4%	-24.1%
85	O=S(=O)(NCCc1cn2ccccc2n1)c1ccc2c(c1)OCCO2	-15.6%	-23.2%	-15.2%

Outcome played no part in choosing rows; any-hit rate near 18%.
